aDG glyco up – activators of alpha-DG glycosylation, primary screen, uHTS, Pro5-aDG cells, AlphaScreen. AID 624168, 2012. 0.22% of 360,000 active. activation, % at 10 µM. alpha-DG glycosylation AlphaScreen (IIH6); 0% Pro5, 100% B10-LARGE cell signal;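 active means activation of at least 8% versus controls, or a plate z-score of at least 8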;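 further: Pro5 are CHO cells carrying HIG-tagged alpha-DG that lacks glycosylation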
Glyco luc inh – increase of ERlucT glycosylation luciferase signal, primary screen, N-linked glycosylation inhibitor project, D54 ERlucT cells, luminescence, set 2; D54 ERlucT glycosylation luciferase reporter, 24 h; percent of 100 nM tunicamycin response; reporter increase, % at 12.5 µM; 0.23% of 360,000 active;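 active means mean luciferase reporter signal, scaled so untreated is 0 and the glycosylation-blocking control 100, at or above a set limit in every replicate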;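 further: luciferase carries N-glycosylation sites so blocking glycosylation raises the light; 0% = median of neutral control wells and 100% = median of 100 nM tunicamycin wells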
H9c2 protect – cardioprotection against H2O2-induced cell death, primary screen, uHTS, H9c2 cells, ATPLite luminescence; AID 588492, 2011; H9c2 cardiomyocytes, H2O2 injury protection, 2 h; protection from H2O2 cell death, % at 20 µM; 0.63% of 360,000 active;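 active means compounds giving at least 50% protection of heart cells from peroxide-induced death in the single-dose screen, raw or plate-pattern-corrected value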;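 further: 0% = DMSO wells with peroxide and 100% = DMSO wells without peroxide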
PDI inh – inhibitors of human PDI, primary screen, biochemical, turbidity, single point, plate reader | inhibition, % at 10 µM | AID 588391, 2011 | Protein disulfide-isomerase (Homo sapiens), P07237 | 0.052% of 350,000 active | PDI insulin aggregation turbidity, A650, 90 min;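 active means mean inhibition across replicates of 30% or more, whatever share of single replicates reach that level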;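 further: absorbance from insulin aggregation driven by PDI reduction with DTT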
Target sequence (P07237 whole entry, looked up): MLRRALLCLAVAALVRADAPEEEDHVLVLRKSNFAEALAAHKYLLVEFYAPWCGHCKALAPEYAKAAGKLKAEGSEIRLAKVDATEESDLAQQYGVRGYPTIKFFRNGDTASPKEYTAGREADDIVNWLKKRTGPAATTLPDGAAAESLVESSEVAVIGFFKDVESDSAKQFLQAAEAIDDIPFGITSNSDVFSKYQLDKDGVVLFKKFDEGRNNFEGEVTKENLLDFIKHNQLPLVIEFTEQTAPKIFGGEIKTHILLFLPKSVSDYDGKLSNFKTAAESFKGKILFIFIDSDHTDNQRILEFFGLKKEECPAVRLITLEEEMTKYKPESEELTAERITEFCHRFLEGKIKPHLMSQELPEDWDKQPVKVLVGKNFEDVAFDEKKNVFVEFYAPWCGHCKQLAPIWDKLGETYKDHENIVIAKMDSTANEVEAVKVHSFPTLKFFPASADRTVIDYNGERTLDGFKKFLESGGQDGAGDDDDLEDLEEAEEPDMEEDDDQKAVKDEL
HTR2A ag – mouse Htr2a agonists via beta-arrestin recruitment, primary screen, cell-based, luminescence. 5-hydroxytryptamine receptor 2A (Mus musculus), P35363. CHO-K1 mHTR2A beta-arrestin complementation; percent of 30 µM serotonin response. activation, % at 7.6 µM. 0.66% of 360,000 active. AID 624169, 2012;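 active means activation above a run cutoff, the mean activation of all tested compounds plus 3 SD, cut at about 14% in these data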;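 further: 0% = plate median of compound wells and 100% = 30 µM serotonin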
ABCB6 inh MLPCN – ABCB6 transporter inhibitors, primary screen, K562-ABCB6 cells, flow cytometry, MLPCN library; K562-ABCB6 porphyrin accumulation, 1 h; stronger effect = lower value; fluorescence ratio to DMSO, % at 10 µM; 0.19% of 360,000 active; ATP-binding cassette sub-family B member 6 (Homo sapiens), Q9NP58; AID 602162, 2011;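 active means fluorescence ratio to DMSO below 75%, the collection mean minus 3 SD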;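 further: signal is porphyrin accumulated inside mitochondria; 100% equals median channel fluorescence of DMSO control wells; lower ratio means ABCB6 inhibition with less porphyrin fluorescence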
CaV13 FRET inh – Primary screen for inhibitors of IQ motif and Ca2+-dependent inactivation inhibitor domain binding in CACNA1D, Förster resonance energy transfer in living cells, …; HEK cells, CFP/YFP FRET ICDI-IQ, plate reader, 10 min; percent FRET-ratio fall versus neutral wells; 0.098% of 340,000 active; inhibition, % at 12.3 µM; AID 743397;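 active means mean replicate inhibition of at least 30% and at least 1% of replicates passing that level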;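 further: 0% = median of the neutral control wells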
MC4R barr agon – MC4R agonists recruiting beta-arrestin, primary screen, cell-based, luminescence, agonist arm of biased-ligand search. 0.98% of 360,000 active. activation, % at 8.9 µM. Melanocortin receptor 4 (Homo sapiens), P32245. U2OS MC4R beta-arrestin complementation; percent of melanotan II response, DMSO zero;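 active means activation above a per-plate cutoff, the mean activation of sample wells on that plate plus 3 SD, cut at about 8% in these data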
Target sequence (P32245 whole entry, looked up): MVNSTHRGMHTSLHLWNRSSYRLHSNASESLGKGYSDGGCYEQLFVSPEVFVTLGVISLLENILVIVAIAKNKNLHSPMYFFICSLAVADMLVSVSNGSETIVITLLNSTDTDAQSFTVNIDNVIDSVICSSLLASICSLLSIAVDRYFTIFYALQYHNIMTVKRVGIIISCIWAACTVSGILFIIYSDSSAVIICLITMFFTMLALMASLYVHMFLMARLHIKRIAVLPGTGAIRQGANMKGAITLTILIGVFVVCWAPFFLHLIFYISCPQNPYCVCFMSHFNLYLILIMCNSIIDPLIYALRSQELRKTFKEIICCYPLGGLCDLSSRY
Vif inh – HIV Vif self-association inhibitors, primary screen, imaging, HEK293T, single point; HEK293T cells, Vif self-association by quenched fluorescence, 24 h; inhibition, % at 7.49 µM; 0.35% of 340,000 active; in the data active means inhibition above about 50%, passing the limit was not always enough; further: some results filed as inactive read as strong as hits
MC4R antag cAMP – MC4R antagonists of cAMP signaling, primary screen, cell-based, TR-FRET, antagonist arm of biased-ligand search; MC4R-expressing cells, MTII-stimulated cAMP, LANCE TR-FRET; AID 540295, 2011; Melanocortin receptor 4 (Homo sapiens), P32245; inhibition, % at 6.5 µM; 0.48% of 360,000 active;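 active means inhibition above its plate's cutoff, the mean of tested wells on that plate plus 3 SD, cut at about 29% in these data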;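 further: 0% = Melanotan II alone and 100% = Melanotan II plus saturating MCL0020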
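material = U2OS cells stably expressing human melanocortin 4 receptor (MC4R) | also added = Melanotan II challenge | dosing = single nominal compound dose of 6.5 µM | detection = TR-FRET with Eu-cAMP and labeled anti-cAMP, 671 nm | replication = singlicate | timing = compound 30 min, challenge 1 h, detection 1 h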
* hit, by the source's call; nt = not tested or not shown; & = joins results of further samples. Rows are unselected. Share with any hit: about 3.6%.

SMILES	aDG glyco up	Glyco luc inh	H9c2 protect	PDI inh	HTR2A ag	ABCB6 inh MLPCN	CaV13 FRET inh	MC4R barr agon	Vif inh	MC4R antag cAMP
O=C(Nc1ccccc1O)c1c(O)c2c([nH]c1=O)CCCC2	0.0	-4	-27	0	15*	97	-33	8.1	1	4
CCN(C(=O)COC(=O)c1c(-c2ccccc2)noc1C)c1c(N)n(Cc2ccccc2)c(=O)[nH]c1=O	-0.3	2	9	4	-2	95	-2	-1.4	-7	6
O=C(Nc1ccccc1N1CCN(C(=O)c2ccccc2)CC1)c1ccc2c(c1)OCO2	0.1	0	4	2	-1	101	-6	0.2	-9	20
COc1ccc2[nH]cc(C(=O)CN3CCCC(C)(C)C3)c2c1	0.0	0	-2	9	-3	100	-3	0.3	-11	5
N#Cc1nc(-c2cccs2)oc1NCc1ccc(Cl)cc1	0.0	-1	-28	0	2	89	nt	1.2	0	-3
Cc1onc(-c2c(F)cccc2Cl)c1C(=O)ONC(=O)c1ccco1	0.0	-1	4	4	-2	103	-5	-0.1	0	-1
CC(/C=C1\NC(=S)NC1=O)=C\c1ccccc1	0.0	1	0	0	0	97	-18	-0.6	nt	-7
COc1ccc(CCn2c(C)cc3c(c2=O)C(c2ccncc2)C(C#N)=C(N)O3)cc1OC (stereo unspecified)	0.1	1	17	-10	-3	99	-6	0.5	5&4	6
O=C(CCNC(=O)c1ccccc1Cl)NCC12CC3CC(CC(C3)C1)C2	0.0	-5	1	-37	0	77	-4	-0.5	-5	4
COC(=O)c1cc(S(=O)(=O)N2CCN(c3cccc(C)c3C)CC2)c[nH]1	-0.2	-3	-21	nt	-7	92	-6	2.6	nt	-9
NS(=O)(=O)c1cc(C(=O)NCCc2ccccn2)ccc1Cl	-0.2	-1	-2	0	-1	96	2	0.8	-1	-3
Cn1c(=O)c2ccccc2n2c(=S)[nH]nc12	0.5	1	-4	-6	-11	103	-5	1.4	-4	12
COC(=O)CC(NC(=O)CN1CCN(c2ccc(F)cc2)CC1)c1cccc(F)c1 (stereo unspecified)	0.0	-1	-3	-1	-3	100	-18	-0.9	-3	8
O=C(CO)c1c[nH]c2ccccc12	4.3	1	-3	nt	0	102	nt	0.3	-20	15
O=[N+]([O-])c1cc2c(cc1/C=N/n1c(-c3ccccc3)n[nH]c1=S)OCO2	-0.2	1	4	3	-1	94	-8	-1.5	-15	2
O=C(CN(C(=O)CSc1nnc(COc2ccccc2)o1)c1ccc(F)cc1)NC1CCCC1	0.0	-3	-2	12	-3	101	-4	1.7	14	14
CS(=O)(=O)Nc1ccccc1C(=O)Nc1cc2c(cc1C(=O)O)OCCCO2	0.0	0	3	-1	11	96	-4	0.6	12	22
CC1CCCN(C(=O)C2CCN(Cc3ccc4c(c3)OCO4)CC2)C1 (stereo unspecified)	0.1	-2	-1	4	0	91	-6	-0.9	-7	28
C/C(=N\NC(=S)NC1CCCCC1)c1ccc(Cl)c(Cl)c1	0.1	-1	-22	1	2	101	-6	-1.4	8	-7
O=C1C(=O)N(Cc2ccncc2)C(c2ccccc2F)/C1=C(\O)c1ccc2c(c1)OCCO2 (stereo unspecified)	-0.2	0	5	-12	0	101	-2	-1.0	-4	3

Some of these compounds in order of SMILES length, low to high:
SMILES	aDG glyco up	Glyco luc inh	H9c2 protect	PDI inh	HTR2A ag	ABCB6 inh MLPCN	CaV13 FRET inh	MC4R barr agon	Vif inh	MC4R antag cAMP
O=C(CO)c1c[nH]c2ccccc12	4.3	1	-3	nt	0	102	nt	0.3	-20	15
Cn1c(=O)c2ccccc2n2c(=S)[nH]nc12	0.5	1	-4	-6	-11	103	-5	1.4	-4	12
CC(/C=C1\NC(=S)NC1=O)=C\c1ccccc1	0.0	1	0	0	0	97	-18	-0.6	nt	-7
NS(=O)(=O)c1cc(C(=O)NCCc2ccccn2)ccc1Cl	-0.2	-1	-2	0	-1	96	2	0.8	-1	-3
O=C(Nc1ccccc1O)c1c(O)c2c([nH]c1=O)CCCC2	0.0	-4	-27	0	15*	97	-33	8.1	1	4
COc1ccc2[nH]cc(C(=O)CN3CCCC(C)(C)C3)c2c1	0.0	0	-2	9	-3	100	-3	0.3	-11	5
CC1CCCN(C(=O)C2CCN(Cc3ccc4c(c3)OCO4)CC2)C1 (stereo unspecified)	0.1	-2	-1	4	0	91	-6	-0.9	-7	28
O=C(CCNC(=O)c1ccccc1Cl)NCC12CC3CC(CC(C3)C1)C2	0.0	-5	1	-37	0	77	-4	-0.5	-5	4
COC(=O)c1cc(S(=O)(=O)N2CCN(c3cccc(C)c3C)CC2)c[nH]1	-0.2	-3	-21	nt	-7	92	-6	2.6	nt	-9
O=C(Nc1ccccc1N1CCN(C(=O)c2ccccc2)CC1)c1ccc2c(c1)OCO2	0.1	0	4	2	-1	101	-6	0.2	-9	20
O=C(CN(C(=O)CSc1nnc(COc2ccccc2)o1)c1ccc(F)cc1)NC1CCCC1	0.0	-3	-2	12	-3	101	-4	1.7	14	14
O=C1C(=O)N(Cc2ccncc2)C(c2ccccc2F)/C1=C(\O)c1ccc2c(c1)OCCO2 (stereo unspecified)	-0.2	0	5	-12	0	101	-2	-1.0	-4	3

Continuation:
SMILES	aDG glyco up	Glyco luc inh	H9c2 protect	PDI inh	HTR2A ag	ABCB6 inh MLPCN	CaV13 FRET inh	MC4R barr agon	Vif inh	MC4R antag cAMP
CCN(CC)c1ccc(C2NC(=O)NC(C)=C2C(=O)Nc2ccccc2)cc1 (stereo unspecified)	-0.1	1	-3	11	1	194	nt	0.4	-21	1
COc1cccc(CN2CCC(C(=O)N3CCC(C)CC3)CC2)c1	0.0	0	-10	0	-5	96	-2	-3.5	-6	-10
O=C1NC(=Nc2ccc(Cl)cc2)/C(=C/c2ccco2)S1	-0.5	0	-8	21	-2	107	-3	-0.8	-10	14
CC(C)NS(=O)(=O)c1ccc(NC(=O)C(C)OC(=O)C2CCC2)cc1 (stereo unspecified)	0.0	0	-6	-2	-2	103	-4	-2.4	-1	-8
COc1cc2oc(=O)ccc2cc1[C@@H](O)[C@@H]1OC(C)(C)OC1(C)C	0.0	1	-6	-9	0	95	-10	-1.6	-2	-3
O=C(CN1C(=O)CCC1=O)Nc1cccc(NC(=O)CN2C(=O)CCC2=O)c1	-0.5	3	-3	-3	1	98	-2	0.3	14	18
Cc1ccc(C)c2[nH]c(=O)c(CN(CC3CCCO3)S(=O)(=O)c3ccc4c(c3)OCCO4)cc12 (stereo unspecified)	0.0	-2	15	-1	0	97	-9	2.1	nt	17
CCN(CC)C(=O)/C(NC(=O)c1ccccc1)=C(/Sc1ncccn1)c1ccccc1	-0.1	-1	9	14	2	98	-18	-0.7	1	-1
CS(=O)(=O)N(CC(=O)NCc1ccco1)c1ccc(OCc2ccccc2)cc1	0.2	-1	8	0	-4	95	-3	0.8	-3	15
CCOC(=O)N1CCN(C(=O)c2ccc(NS(C)(=O)=O)cc2)CC1	0.0	-1	-2	3	1	99	-8	-0.6	-7	4
O=C(O)CCn1c(=S)n(CCC(=O)O)c2ccccc21	-0.1	1	2	0	3	96	4	-0.4	19	8
Cc1ccccc1C(=O)N1CCC(C(=O)Nc2nc3ccc(F)cc3s2)CC1	0.2	-3	-4	6	-1	99	-5	-2.0	-10	16
CCS(=O)(=O)N1CCCC(C(=O)NCc2ccc(C)cc2)C1 (stereo unspecified)	0.0	2	4	-1	1	114	nt	-0.9	0	6
Cc1ccccc1S(=O)(=O)N1C[C@H]2CON(C)[C@H]2C[C@H]1c1cccc(-c2ccccc2)c1	0.5	-3	7	1	-9	104	-4	-2.4	nt	6
O=C(N/N=C/c1c(O)n(-c2ccc(Cl)cn2)c(=O)c2ccccc12)C1CC1	-0.1	2	37	-4	2	101	-6	2.7	nt	-4
Cc1ccc(S(=O)(=O)NC(CC(C)C)C(=O)N2CCOCCOCCOCCOCC2)cc1 (stereo unspecified)	1.1	1	7	-1	2	103	-4	1.2	-7	-5
Cc1ccc(S(=O)(=O)N2CCC(C(=O)N/N=C/c3ccncc3)CC2)cc1	0.1	-2	10	-23	1	95	-7	-1.4	7	-3
COc1ccc(-c2cccc(C(=O)NCC(=O)O)c2)cc1	-0.2	1	-3	3	-2	99	-8	2.4	nt	18
COc1ccc(C)cc1S(=O)(=O)N1CCN(C(=O)c2ncoc2-c2ccccc2F)CC1	0.1	0	0	3	5	99	-3	0.0	6	13
FC(F)(F)c1ccccc1NC(=S)N1CCN(Cc2ccc3c(c2)OCO3)CC1	0.4	-1	-2	2	-2	96	-6	-2.8	-34	-10
CC(OC(=O)c1cc(S(=O)(=O)N2CCOCC2)ccc1F)C(=O)NCC1CCCCC1 (stereo unspecified)	0.0	0	-3	2	5	95	-2	-0.5	16	8
COc1ccc(C(C(=O)NC2CCCCC2)N(CC2CCCO2)C(=O)CCCC(=O)Nc2ccccn2)cc1 (stereo unspecified)	-0.1	-1	9	-7	7	93	-7	-1.6	2	19
O=C(NN=Cc1ccc(N2CCOCC2)s1)c1ccc([N+](=O)[O-])cc1	-0.8	3	63*	-6	-11	91	-5	-1.1	nt	-11
CCOc1ccc(NC(=O)C(CC(=O)O)Cc2ccccc2)cc1 (stereo unspecified)	-0.6	1	2	0	4	103	-5	-1.0	-3	7
CC(=O)N1N=C2c3ccccc3CCC2C1c1ccc(F)cc1 (stereo unspecified)	0.0	0	5	0	0	96	-19	-2.8	3	13
COc1cc(CNc2ccc3[nH]c(=O)[nH]c3c2)cc(Br)c1OCc1ccc(F)cc1	0.1	-1	-1	1	-7	172	-19	-0.6	27	-5
O=S(=O)(c1ccc(F)c(F)c1)N1CCN(c2ncccn2)CC1	-0.1	2	-9	-12	-2	97	-4	-2.1	1	5
NNC(=O)c1ccc2c(c1)S(=O)(=O)NNC2=O	-0.1	-1	0	-1	-1	164	-5	-2.5	-4	4

Sorted by value in Glyco luc inh (smallest number first): 3 of the compounds above.
molecule | Glyco luc inh
O=C(CN(C(=O)CSc1nnc(COc2ccccc2)o1)c1ccc(F)cc1)NC1CCCC1 | -3
COc1cccc(CN2CCC(C(=O)N3CCC(C)CC3)CC2)c1 | 0
O=C(O)CCn1c(=S)n(CCC(=O)O)c2ccccc21 | 1

From PubChem
